# Assay outcomes as filed in PubChem.
# HTR5A ag = HTR5A agonists in luminescence cell assay, primary screen, counter-screen for OPRM1-OPRD1 heterodimer agonist project, full-deck HTS. 5-hydroxytryptamine receptor 5A (Homo sapiens), P47898. cell-based. activation, % at 9.3 µM. 0.61% of 340,000 active. AID 504692, 2011; in the data active = activation mostly above about 9.5%, no sharp cut-off; inactive = mostly below about 7.6%;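 note: 0% = cells with vehicle only and 100% = reference agonist; strong numbers were not always called active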
# MOR-DOR ag = agonists of OPRM1-OPRD1 heterodimerization, primary screen, cell-based, luminescence; Mu-type opioid receptor (Homo sapiens) + Delta-type opioid receptor (Homo sapiens), …; cells; activation, % at 9.3 µM; 0.3% of 340,000 active; AID 504326, 2011; in the data active = activation above about 18%;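 note: 0% = vehicle-treated cells and 100% = reference agonist; values of inactives mirror those of a sister screen read the other way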
# Target sequence (P35372 whole entry, looked up): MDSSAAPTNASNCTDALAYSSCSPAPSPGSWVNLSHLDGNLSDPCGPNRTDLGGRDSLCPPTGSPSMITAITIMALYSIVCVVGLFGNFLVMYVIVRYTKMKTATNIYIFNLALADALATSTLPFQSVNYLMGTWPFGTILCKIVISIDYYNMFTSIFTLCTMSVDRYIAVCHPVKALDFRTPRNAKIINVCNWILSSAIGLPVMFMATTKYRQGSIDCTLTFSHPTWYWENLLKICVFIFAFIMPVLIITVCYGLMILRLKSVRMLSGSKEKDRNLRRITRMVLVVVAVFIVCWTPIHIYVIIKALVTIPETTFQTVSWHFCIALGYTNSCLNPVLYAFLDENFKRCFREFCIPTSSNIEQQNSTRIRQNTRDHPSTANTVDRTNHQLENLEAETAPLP
# Target sequence (P41143 whole entry, looked up): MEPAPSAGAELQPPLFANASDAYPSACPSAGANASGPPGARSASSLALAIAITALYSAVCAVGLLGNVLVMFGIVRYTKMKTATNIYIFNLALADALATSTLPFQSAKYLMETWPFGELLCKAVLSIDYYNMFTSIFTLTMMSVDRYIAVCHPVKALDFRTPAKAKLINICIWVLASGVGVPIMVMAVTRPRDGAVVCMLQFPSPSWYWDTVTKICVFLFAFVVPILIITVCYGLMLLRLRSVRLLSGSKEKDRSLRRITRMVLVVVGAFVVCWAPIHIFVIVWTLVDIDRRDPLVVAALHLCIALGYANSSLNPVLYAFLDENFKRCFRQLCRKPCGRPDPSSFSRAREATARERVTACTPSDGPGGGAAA
# Cardiac RTF inh = cardiac RTF calcium sensitivity inhibitors, primary screen, biochemical, IANBD-TnC fluorescence, EC70 calcium; Troponin I, cardiac muscle (Homo sapiens) + Troponin T, cardiac muscle (Homo sapiens) + …; IANBD-labeled cardiac RTF, Ca2+ fluorescence; inhibition, % at 7.15 µM; 0.12% of 340,000 active;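 active = inhibition above the mean inhibition of all tested compounds plus 3 SD, cut at about 17% in these data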;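 note: assay run at fixed EC70 calcium of 1.6 mM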
# C-LANA FP = inhibitors of KSHV C-LANA binding to DNA, primary screen, biochemical, fluorescence polarization, FAM-LBS DNA, MBP-C-LANA, single point | Kaposi's sarcoma herpesvirus LANA C-terminal domain (residues 932-1162) DNA binding | inhibition, % at 9 µM | 0.078% of 340,000 active | AID 504423, 2011;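 active = highest replicate inhibition at or above 60% at 9 µM, even if other replicates fall short; inactive = all replicates below 60% inhibition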;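 note: 0% = neutral control wells and 100% = 4 µM acridine orange control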
# Keap1 Nrf2 FP = Keap1-Nrf2 protein-protein interaction inhibitors, primary screen, biochemical, fluorescence polarization, single point. 0.15% of 340,000 active. inhibition, % at 9.4 µM. Keap1 Kelch-Nrf2 peptide fluorescence polarization, 1536-well. Kelch-like ECH-associated protein 1 (Homo sapiens), Q14145; in the data active = inhibition above about 12%;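 note: human Keap1 Kelch domain with fluorescein labeled Nrf2 9mer peptide probe; 0% = neutral control wells and 100% = peptide positive control; higher means more block of Keap1 binding to Nrf2 peptide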
# CAL PDZ FP = untagged CAL PDZ binding inhibitors, primary screen, biochemical, fluorescence polarization, HTS; AID 602252, 2012; inhibition, % at 24.9 µM; 0.92% of 300,000 active; Golgi-associated PDZ and coiled-coil motif-containing protein (Homo sapiens), Q9HD26; purified CAL PDZ, TMR-peptide fluorescence polarization, 1 h;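 active = mean inhibition of at least 30% with at least half of replicates also reaching 30%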;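 note: 0% = DMSO neutral control and 100% = excess unlabeled competitor peptide PRC23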
# V-ATPase pHluor = regulators of yeast V-ATPase proton pumping, primary screen, pHLuorin cytosolic pH fluorescence; S. cerevisiae; 0.37% of 350,000 active; AID 504577, 2011; response, % at 10 µM; in the data active = response mostly above about 7.3%, no sharp cut-off; inactive = mostly below about 5.4%; note: actives read high; inactives centre near 0; some compounds called inactive have numbers as strong as hits; reference of the scale not given here
# HTR5A inv ctr = HTR5A inverse agonists in luminescence cell assay, primary screen, counter-screen for OPRM1-OPRD1 heterodimer inverse agonist project, full-deck HTS | 5-hydroxytryptamine receptor 5A (Homo sapiens), P47898 | HTR5A cell line, inverse agonism | inhibition, % at 9.3 µM | 0.083% of 340,000 active; in the data active = inhibition mostly above about 23%, no sharp cut-off; inactive = mostly below about 18%;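 note: 0% = cells with DMSO and 100% = no-cell wells with DMSO; some compounds called inactive have numbers as strong as hits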
# MOR-DOR inv ag = inverse agonists of MOR-DOR heterodimerization, primary screen, cell-based, luminescence | Mu-type opioid receptor (Homo sapiens) + Delta-type opioid receptor (Homo sapiens), … | inhibition, % at 9.3 µM | cell-based MOR-DOR heterodimer luminescence, inverse agonism | AID 504357, 2011 | 0.21% of 340,000 active; in the data active = inhibition above about 22%, passing the limit was not always enough;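 note: 0% = cells with DMSO and 100% = wells without cells with DMSO; values of inactives mirror those of a sister screen read the other way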
# cardiac RTF act = cardiac RTF calcium sensitivity activators, primary screen, biochemical, IANBD-TnC fluorescence, EC20 calcium; Troponin I, cardiac muscle (Homo sapiens) + Troponin T, cardiac muscle (Homo sapiens) + …; IANBD-labeled TnC RTF fluorescence at EC20 calcium; 0% EC20 calcium, 100% full calcium; AID 493008, 2010; 0.24% of 340,000 active; activation, % at 7.2 µM;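 active = activation above the mean over all tested compounds plus 3 SD, cut at about 30% in these data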;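 note: rise in fluorescence read as greater calcium sensitivity of cardiac thin filaments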
# Starred values were filed as active, the others as inactive; · = not tested or not shown. Outcome played no part in choosing rows. About 2.8% of those tested had a hit in this group.
mol	C-LANA FP	Cardiac RTF inh	cardiac RTF act	CAL PDZ FP	Keap1 Nrf2 FP	MOR-DOR ag	V-ATPase pHluor	MOR-DOR inv ag	HTR5A ag	HTR5A inv ctr
CN(C)/C=N/c1ncc(C(=O)c2ccccc2)s1	-0.1	1	-3	-1	-3	-5.3	1	23	1	-2
O=C(COc1ccc2c(C(F)(F)F)cc(=O)oc2c1)Nc1ccc2c(c1)OCCO2	-0.1	-2	5	·	-1	-2.8	-2	13	1	3
FC(F)(F)c1ccccc1/C=N/n1c(C2CCCCC2)n[nH]c1=S	-0.1	-4	-2	-4	-4	2.8	6	-13	-4	16
Cc1ccc(C(=O)NC2CCCC2)cc1S(=O)(=O)N1CCCCC1	-0.7	2	-1	-1	3	-0.6	1	3	5	-13
O=C(NCCCc1ccccn1)C1CCC(=O)N(Cc2cccc(F)c2)C1 (stereo unspecified)	0.7	2	-3	·	1	-2.6	0	13	-4	-7
COC(=O)C(C(=O)OC)C(CC(=O)c1ccc(Br)cc1)c1ccccc1 (stereo unspecified)	0.3	-1	4	-7	-2	-3.4	-1	18	1	-3
O=C(COC(=O)C1CCCCC1)Nc1ccc(N2CCCCC2)cc1	0.7	0	3	6	-9	-0.1	-5	1	6	-16
COc1cc(NC(=S)Nc2ncccc2C)cc(OC)c1OC	0.8	-7	-4	-3	-6	-1.4	-1	9	1	-1
Cc1ccccc1C(=O)NC(=S)Nc1ccccc1[N+](=O)[O-]	-0.3	-3	-2	-1	-3	-3.6	0	18	-3	8
Cc1cc(C)n(CCC(=O)Nc2ccc3c(c2)OCCO3)n1	-2.3	-4	0	-2	4	-1.6	-2	9	1	-24
CC(=O)NC(CC(=O)OCC(=O)N1CCN(S(=O)(=O)c2ccc(Cl)cc2)CC1)c1ccccc1 (stereo unspecified)	1.1	-5	1	-5	1	-2.1	-4	12	-5	-2
CC(C)(Oc1ccc(Cl)cc1)C(=O)NCC(c1cccs1)N1CCOCC1 (stereo unspecified)	0.2	-2	-8	-2	6	-1.4	1	9	1	15
COc1cccc(C(=O)CN2CCN(S(=O)(=O)c3cccc([N+](=O)[O-])c3)CC2)c1	0.8	9	-1	-4	2	3.3	6	-24	-1	3
O=C(/C=C/c1ccc(Cl)cc1Cl)NCc1ccncc1	-0.2	0	12	-25	-4	0.1	-5	0	1	-8
O=C(/C=C/c1ccccc1)NC(=S)Nc1cccnc1	1.0	-3	-3	-1	-4	-1.2	1	7	1	-5
CCC1CCc2c(c3ccccc3[nH]c2=O)O1 (stereo unspecified)	0.3	-40	-2	-2	3	-2.2	3	11	-6	15
N#CCC(=O)NNC(=S)NC(=O)C(c1ccccc1)c1ccccc1	-1.0	-8	5	0	-11	-2.1	-2	10	-2	6
CC(=O)N=C(N)Sc1nc2ccccc2[nH]1	-0.8	-1	0	-6	-5	-1.8	1	10	10	1
CN(C)c1ccc(S(=O)(=O)N2CCC(Cc3ccccc3)CC2)cn1	-0.2	-13	3	-3	2	1.9	1	-8	-1	2
CC(C)NC(=O)CSc1nc(N)c(NC(=O)c2ccccc2F)c(=O)[nH]1	1.4	-5	9	1	-2	-1.7	3	10	3	-10
COCCNC(=O)COC(=O)/C=C/c1c(C)nn(Cc2ccc(Cl)cc2Cl)c1Cl	-1.3	-4	-2	0	0	0.0	3	0	-2	-28
CCOC(=O)Cc1csc(NC(=O)c2ccc(Br)cc2)n1	-0.5	-4	0	5	0	0.5	11	-3	0	-1
O=C(C[n+]1cccc(Br)c1)c1ccccc1	-0.9	-4	-1	-8	-1	-3.6	0	16	-4	14
CCOC(=O)Cc1csc(N/N=C/c2ccccc2)n1	0.6	5	-5	-1	-10	5.8	3	-40	5	-8
COc1cccc(-c2nc(NC(C)C)c3ccccc3n2)c1O	0.5	-4	-5	·	-1	-0.8	-1	4	-2	5

# Later entries:
mol	C-LANA FP	Cardiac RTF inh	cardiac RTF act	CAL PDZ FP	Keap1 Nrf2 FP	MOR-DOR ag	V-ATPase pHluor	MOR-DOR inv ag	HTR5A ag	HTR5A inv ctr
Cc1c(C(C)NC(=O)Nc2ccc(F)cc2F)cnn1C (stereo unspecified)	2.2	-2	0	0	1	-1.1	0	6	-1	-4
O=C1C2C3C=CC(C3)C2C(=O)N1CCCCN1C(=O)C2C3C=CC(C3)C2C1=O (stereo unspecified)	-1.8	-5	8	-2	-1	-2.5	1	13	4	-10
O=C(/C=C/c1ccccc1)N1CCOCC1	0.5	-2	4	-3	0	-0.3	6	1	-3	11
COc1ccc(C(CNC(=O)c2cccc(NS(=O)(=O)c3ccc(C)c(F)c3)c2)N2CCOCC2)cc1 (stereo unspecified)	-0.6	-13	1	-3	2	-1.2	1	7	5	-14
CS(=O)(=O)N(CC(=O)N1CCN(c2ccc(F)cc2)CC1)c1cccc(Cl)c1	-4.8	5	1	-4	0	-3.0	-3	15	0	0
Fc1ccc(-c2nc(-c3cnccn3)no2)c(Cl)c1	0.7	0	-1	6	-3	-2.6	0	13	-4	-19
O=C(Cc1ccccc1)Nc1nc(-c2ccc(F)c(F)c2)cs1	-0.4	-4	-6	-7	0	3.3	-5	-20	1	-9
CC(=O)c1cccc(NC(=O)c2ccc3c(c2)OCO3)c1	-0.3	-10	4	-1	2	-1.5	-3	8	0	-1
CCCCNS(=O)(=O)c1ccc2nc(SCC(=O)Nc3cc(C)cc(C)c3)[nH]c2c1	0.8	-2	2	-3	1	-0.3	-5	1	-3	-6
CC(C)/C=C/CN1CCCC(N2CCN(c3cccc(Cl)c3)CC2)C1 (stereo unspecified)	3.2	2	2	-1	-2	-1.1	-4	5	-1	2
Cc1c(C(=O)Nc2ccc(F)c(F)c2)oc2ccc(S(=O)(=O)N3CCCCC3)cc12	0.5	-6	4	-2	3	6.7	-1	-40	1	-1
N/C(=N\S(=O)(=O)c1ccc(Cl)s1)c1ccccc1	1.4	-2	10	-1	-2	-2.5	-3	13	-3	-19
Cc1ccc(C(=O)COC(=O)c2nc(Cl)ccc2Cl)cc1	-0.1	-7	-3	-3	1	-1.3	-1	7	-2	7
Fc1ccc2nc3[nH]c4ccccc4c3nc2c1	1.3	6	2	-2	2	2.8	-4	-16	2	-11
Cc1ccc(C(=O)NCc2nnc(SCC(=O)NC(C)c3ccccc3)n2C)cc1 (stereo unspecified)	-0.6	-2	7	0	-4	-2.9	2	15	-4	24
Cc1[nH]nc2c1C(c1cccnc1)N(c1ccc(Br)cc1)C2=O (stereo unspecified)	1.2	-3	1	-2	-2	-2.8	-3	14	5	-6
CN(C)c1ccc(N=Cc2nc(-c3ccccc3)oc2OC(=O)c2cccc(Br)c2)cc1	4.7	-19	9	-6	-10	-1.9	-4	12	0	-2
OCCCNCc1ccc(Cl)cc1Cl	-1.5	2	-3	·	1	-1.5	-2	8	1	-1
Cn1nnc(NC(=S)NC(=O)c2ccco2)n1	0.2	-5	2	-3	-1	-5.4	2	24	-6	20
Cc1ccc(NC(=O)NC2CC(=O)N(c3ccc4c(c3)OCCO4)C2)cc1F (stereo unspecified)	0.0	-12	-3	-6	1	-2.9	-6	15	-2	4
CCCCC1=CC2=C(c3ccco3)C(=O)C(C)(OC(=O)c3ccc(OC)cc3)C(=O)C2=CN1CCCCO (stereo unspecified)	0.7	-5	3	0	-2	1.2	1	-7	2	-21
COCCNC(=S)N1CCc2cc(OC)c(OC)cc2C1c1cccs1 (stereo unspecified)	-0.3	-4	0	-2	4	-2.1	-1	11	1	14
Cc1cccc(NC(=O)NCC2CC2)c1	-3.1	0	2	0	-4	-1.3	0	6	-7	24
O=C(CCn1c(=O)oc2ccc(Cl)cc21)N1CCN(c2ccccc2)CC1	0.6	-9	-6	·	-4	-1.1	4	5	6	-24
COc1ccc(S(=O)(=O)N2CCOCC2)cc1NC(=O)COC(=O)c1oc2ccccc2c1C	0.3	-1	-2	0	-4	-2.4	-2	10	-1	3

# Retrieved by compound from the entries so far:
mol	C-LANA FP	Cardiac RTF inh	cardiac RTF act	CAL PDZ FP	Keap1 Nrf2 FP	MOR-DOR ag	V-ATPase pHluor	MOR-DOR inv ag	HTR5A ag	HTR5A inv ctr
FC(F)(F)c1ccccc1/C=N/n1c(C2CCCCC2)n[nH]c1=S	-0.1	-4	-2	-4	-4	2.8	6	-13	-4	16
Cc1cc(C)n(CCC(=O)Nc2ccc3c(c2)OCCO3)n1	-2.3	-4	0	-2	4	-1.6	-2	9	1	-24

# Single entries from above.
# Reading of CC(=O)c1cccc(NC(=O)c2ccc3c(c2)OCO3)c1 under HTR5A ag: 0
# Reading of Cc1ccc(C(=O)NCc2nnc(SCC(=O)NC(C)c3ccccc3)n2C)cc1 (stereo unspecified) under Keap1 Nrf2 FP: -4
# Reading of Fc1ccc2nc3[nH]c4ccccc4c3nc2c1 under V-ATPase pHluor: -4

# Carrying on:
mol	C-LANA FP	Cardiac RTF inh	cardiac RTF act	CAL PDZ FP	Keap1 Nrf2 FP	MOR-DOR ag	V-ATPase pHluor	MOR-DOR inv ag	HTR5A ag	HTR5A inv ctr
Cc1cc(=O)n2ccsc2n1	-1.1	5	2	-4	-5	-1.1	-2	6	1	-20
CC1(c2ccccc2Cl)NC(=O)N(CC(=O)Nc2ccc(N3CCOCC3)cc2)C1=O (stereo unspecified)	-0.2	-7	1	-6	-2	-0.3	-1	1	-5	13
CC(CCc1ccccc1)NC(=O)c1ccco1 (stereo unspecified)	0.6	-3	-5	-3	-1	-0.5	-3	3	-2	8
Cn1c(=O)cc(OCCCC(=O)NC2CCCC2)c2ccccc21	1.4	5	-1	1	3	-2.6	-3	13	8	-42
COc1cc(C(=S)N2CCOCC2)ccc1OC(=O)c1ccc([N+](=O)[O-])cc1[N+](=O)[O-]	2.0	-7	1	2	-2	13	1	-66	4	-14
